Assay outcomes: PubChem, several laboratories
AHR act = AHR activators, primary screen, cell-based, luminescence, luciferase reporter, human. 320,000 compounds, 2.5% hits. Aryl hydrocarbon receptor (Homo sapiens), P35869. activation, % at 5 µM. AID 2796, 2010. AHR-responsive luciferase reporter cells; in the data active = activation above about 47%;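 note: 0% = vehicle wells and 100% = reference agonist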
Target sequence (P35869 whole entry, looked up): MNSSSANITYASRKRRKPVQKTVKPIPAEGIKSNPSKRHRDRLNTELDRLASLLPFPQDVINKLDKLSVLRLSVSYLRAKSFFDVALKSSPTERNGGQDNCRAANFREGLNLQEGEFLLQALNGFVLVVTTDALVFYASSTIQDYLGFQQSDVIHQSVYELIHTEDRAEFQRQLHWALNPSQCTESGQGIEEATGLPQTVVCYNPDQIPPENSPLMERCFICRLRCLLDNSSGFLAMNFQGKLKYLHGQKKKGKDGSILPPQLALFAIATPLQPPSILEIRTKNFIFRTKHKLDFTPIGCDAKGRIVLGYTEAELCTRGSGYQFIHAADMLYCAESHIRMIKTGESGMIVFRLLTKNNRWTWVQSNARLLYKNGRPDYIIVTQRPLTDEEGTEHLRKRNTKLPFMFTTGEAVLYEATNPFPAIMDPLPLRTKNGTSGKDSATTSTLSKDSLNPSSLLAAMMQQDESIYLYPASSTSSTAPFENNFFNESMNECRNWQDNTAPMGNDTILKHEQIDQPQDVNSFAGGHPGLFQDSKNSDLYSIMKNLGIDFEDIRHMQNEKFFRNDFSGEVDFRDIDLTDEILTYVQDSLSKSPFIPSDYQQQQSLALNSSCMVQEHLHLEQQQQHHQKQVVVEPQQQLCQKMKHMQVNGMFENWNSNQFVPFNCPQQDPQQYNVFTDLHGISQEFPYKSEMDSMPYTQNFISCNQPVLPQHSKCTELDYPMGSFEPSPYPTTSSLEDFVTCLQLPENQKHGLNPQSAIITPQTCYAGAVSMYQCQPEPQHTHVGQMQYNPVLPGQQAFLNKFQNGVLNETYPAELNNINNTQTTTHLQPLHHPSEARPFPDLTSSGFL
CIT2-GFP yeast = modulators of CIT2-GFP expression in yeast, primary screen, S. cerevisiae, GFP fusion, multiplex flow cytometry, MLPCN library. S. cerevisiae CIT2-GFP strain, 3 h; 100 means same as DMSO wells. GFP response vs DMSO, % at 10 µM. 320,000 compounds, 0.065% hits;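 active = GFP response relative to DMSO above a set limit, near the screen mean plus 3 SD, cut at about 150% in these data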;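 note: ratio of well median GFP fluorescence to mean of DMSO wells on the plate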
LAP4-GFP MLPCN = modulators of LAP4-GFP expression in yeast, primary screen, S. cerevisiae, multiplex flow cytometry, MLPCN library. 3 h; median GFP as percent of DMSO wells. GFP response vs DMSO, % at 10 µM. 320,000 compounds, 0.34% hits;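 active = GFP response vs DMSO above a set limit, about the screen mean plus 3 SD, cut at about 150% in these data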
Efflux pump inh = inhibitors of Candida efflux pumps in yeast, primary screen, S. cerevisiae, Nile Red, multiplex | S. cerevisiae Candida pump triplex | inhibition, % at 10 µM | 330,000 compounds, 0.44% hits | AID 485275, 2010;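 active = plate passing quality check with inhibition over a set limit, or well fluorescence over plate mean plus 4 SD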;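 note: Nile Red retained in pooled yeast measured as flow cytometry median fluorescence; 0% = buffer negative control and 100% = Enniatin B positive control; higher means more Nile Red kept so more efflux inhibition; some compounds called inactive have numbers as strong as hits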
CR mimetic SO = reduction of superoxide in aged yeast, primary screen, HTS; S. cerevisiae aged cells, superoxide DHE fluorescence; hits give low values; superoxide response (% of plate mean), % at 10 µM; 330,000 compounds, 0.18% hits; AID 2690, 2010;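 active = superoxide response under a set limit, about three screen SD below normal, cut at about 65% in these data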;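 note: yeast aged for seven days with compound at 30 °C before DHE staining; 100% = average MFI of all compound-treated wells on the plate with controls excluded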
AGP1 TOR yeast = modulators of AGP1-GFP expression in yeast TOR pathway, primary screen, cell-based, multiplex flow cytometry, S. cerevisiae, MLPCN library; 3 h; GFP as percent of DMSO wells; GFP response vs DMSO, % at 10 µM; 320,000 compounds, 0.02% hits;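 active = GFP response relative to DMSO above a set limit, near screen average plus 3 SD, cut at about 150% in these data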;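 note: median GFP channel fluorescence of the gated AGP1 strain per well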
RPL19A-GFP yeast = RPL19A-GFP expression modulators in yeast, primary screen, cell-based, S. cerevisiae, multiplex flow cytometry, MLPCN; S. cerevisiae RPL19A-GFP strain, 3 h; hits give low values; percent response vs DMSO, % at 10 µM; 330,000 compounds, 0.3% hits;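 active = percent response vs DMSO below 50%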;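 note: median channel GFP fluorescence of the barcoded RPL19A-GFP strain; ratio of sample median GFP to plate DMSO average so 100% = DMSO; lower means less RPL19A-GFP as with rapamycin TOR inhibition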
MEP2-GFP yeast = modulators of MEP2-GFP levels in yeast, primary screen, S. cerevisiae, multiplex flow cytometry, MLPCN library | GFP response vs DMSO, % at 10 µM | 330,000 compounds, 0.51% hits | S. cerevisiae MEP2-GFP strain, 3 h; 100% = DMSO control level | AID 2016, 2009;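 active = GFP response versus DMSO above a set limit, roughly screen mean plus 3 SD, cut at about 180% in these data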;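 note: median GFP fluorescence of the barcode-gated MEP2-GFP cells per well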
* marks the source's active call; other numbers are inactive results; / = not tested or not shown; [ ] = remark or other dose.

SMILES | AHR act | CIT2-GFP yeast | LAP4-GFP MLPCN | Efflux pump inh | CR mimetic SO | AGP1 TOR yeast | RPL19A-GFP yeast | MEP2-GFP yeast
COc1ccccc1/C=C/C(=O)OCC(=O)NC1CCS(=O)(=O)C1 (stereo not drawn) | 3 | 119 | 120 | -0.1 | 108 | 116 | 111 | 114
Cc1ccc(Nc2ccncc2S(N)(=O)=O)cc1 | -1 | 97 | 112 | -0.1 | 105 | 107 | 100 | 100
COc1cc2c(cc1OC)C1(Nc3c-2c(Cc2ccccc2)nn3-c2ccccc2)C(=O)Nc2ccccc21 (stereo not drawn) | 3 | 89 | 92 | 0.1 | 118 | 87 | 87 | 95
NS(=O)(=O)c1ccc(N=Nc2c(O)ccc3ccccc23)cc1 | 4 | 97 | 103 | 0.0 | 83 | 112 | 110 | 102
COc1cccc(C(=O)/C=C2\NCCc3cc(OC)c(OC)cc32)c1 | 53* | 97 | 105 | -0.1 | 100 | 101 | 99 | 107
O=C1c2ccccc2CN2C(=O)c3ccccc3CN12 | 0 | 111 | 101 | 0.1 | 90 | 115 | 106 | 102
CC(C)(C)CN1CCNC[C@H]1Cc1ccc(O)cc1 | 3 | 96 | 103 | 0.1 | 104 | 81 | 96 | 86
O=S1(=O)N=C(Nc2ccc(N3CCOCC3)c(Cl)c2)c2ccccc21 | 9 | 92 | 110 | 0.0 | 97 | 105 | 95 | 97
Cc1ccc(C)c(NC(=O)CN(C)C(=O)[C@@H](NC(=O)c2ccc(C(C)(C)C)cc2)C(C)C)c1 | 9 | 99 | 95 | 0.0 | 107 | 96 | 100 | 99
CCSc1cc(N2CCCC2)nc(-c2ccc(Cl)cc2)n1 | -2 | 108 | 110 | -0.1 | 107 | 106 | 101 | 89
O=C1N=NC(=O)N1c1ccccc1 | -2 | 109 | 110 | 0.0 | 99 | 95 | 103 | 96
COc1ccc(NC(=O)c2cc(C)cc(C)c2)cc1[N+](=O)[O-] | 39 | 105 | 125 | 0.2 | 101 | 111 | 108 | 114
O=C(NCc1ccccc1)N1CCC(c2nc3ccccc3[nH]2)CC1 | -1 | 100 | 100 | -0.1 | 98 | 99 | 98 | 97
CCOC1=NN(c2ncc(C(F)(F)F)cc2Cl)C(=O)C1 | -1 | 106 | 104 | 0.0 | 86 | 107 | 97 | 101
Cc1c(C)c2ccc(OCC(=O)NCc3ccccn3)cc2oc1=O | -1 | 115 | 104 | 0.1 | 104 | 111 | 108 | 113
Cc1[nH]nc2nc(SCC(=O)NC3CCCCC3)n(-c3ccc(Br)cc3)c(=N)c12 | 3 | 99 | 88 | 0.5 | 107 | 93 | 96 | 108
Cc1cccc(NC(=O)CN2C(=O)N/C(=C/c3ccc(C)s3)C2=O)c1 | 18 | 116 | 99 | 0.2 | 102 | 106 | 111 | 106
C/C(Cl)=C\CNC(C)c1ccccc1 (stereo not drawn) | -1 | 108 | 99 | 0.0 | 94 | 113 | 97 | 100
CC(C)c1ccc(-c2c(C#N)c(N)nc(SCC(=O)N3CCCCCC3)c2C#N)cc1 | 4 | 103 | 101 | 0.0 | 109 | 105 | 103 | 101
C=CCn1c(SCc2c(C)noc2C)nc2sc(C)c(C)c2c1=O | 2 | 94 | 102 | 0.4 | 92 | 95 | 95 | 96
Cc1nc2cc3ccccc3cc2n1C | -7 | 102 | 100 | 0.1 | 93 | 101 | 103 | 104
COC(=O)COc1ccc(-c2nccc(-c3ccc(Br)cc3)n2)cc1 | 1 | 99 | 89 | 0.0 | 131 | 97 | 101 | 99
O=C(OCC(=O)N1CCCC1)c1cc(F)c(F)cc1Cl | 2 | 102 | 103 | -0.4 | 97 | 98 | 98 | 100
CC(NC(=O)CCc1nnc(CCCc2ccccc2)o1)c1ccccc1 (stereo not drawn) | 6 | 107 | 92 | -0.1 | 105 | 103 | 106 | 112
CCOc1ncccc1C(=O)N(CCC(C)C)c1c(N)n(Cc2ccccc2)c(=O)[nH]c1=O | 0 | 105 | 95 | -0.1 | 114 | 100 | 97 | 102

(more compounds)
SMILES | AHR act | CIT2-GFP yeast | LAP4-GFP MLPCN | Efflux pump inh | CR mimetic SO | AGP1 TOR yeast | RPL19A-GFP yeast | MEP2-GFP yeast
Cc1nnc(NC(=O)C2CCN(c3cnccn3)CC2)s1 | -1 | 97 | 101 | 0.0 | 104 | 102 | 100 | 103
COc1ccc(S(=O)(=O)N2CCOC2CNC(=O)C(=O)NCCN2CCOCC2)cc1 (stereo not drawn) | -1 | 108[may fluoresce green] | 92[may fluoresce green] | 1.6 | 95 | 102[may fluoresce green] | 103[may fluoresce green] | 100[may fluoresce green]
Cc1ccccc1OCc1nnc(SCC(=O)O)n1-c1cccc(Cl)c1 | -1 | 105 | 94 | 0.1 | 99 | 103 | 104 | 106
N/C(=N\OC(=O)Cc1cccs1)c1ccc([N+](=O)[O-])cc1 | -5 | 93 | 99 | 0.1 | 100 | 104 | 106 | 93
Cc1ccc2ccccc2c1Cn1c(-n2ccnc2)nc2c1c(=O)n(C)c(=O)n2C | 5 | 88 | 91 | -0.1 | 98 | 98 | 100 | 98
COc1cc2sc(-c3ccc(S(C)(=O)=O)cc3)c(C(=O)NCCCCO)c2cc1OC | -1 | 104 | 112 | -0.1 | 100 | 111 | 103 | 111
CC(=O)Nc1ccc(/C=N/Nc2nc3ccccc3[nH]2)cc1 | 157* | 101 | 91 | -0.2 | 93 | 102 | 102 | 107
C=CC[C@@H](CC(=O)N[C@H](CO)Cc1ccccc1)C(=O)N[C@@H](COC(=O)[C@@H](CC=C)Cc1ccc(F)cc1)Cc1c[nH]c2ccccc12 | 1 | 106 | 98 | 0.0 | 97 | 105 | 97 | 107
CCCCCn1c(=NC(=O)c2ccco2)c(C(=O)OCC)cc2c(=O)n3ccccc3nc21 | 12 | 92 | 101 | -0.1 | 99 | 60 | 98 | 90
COC(=O)C1=C(N)OC2=C(C(=O)CCC2)C1c1cccs1 (stereo not drawn) | 3 | 101 | 99 | -0.1 | 91 | 98 | 96 | 92
COc1ccc(-c2nn(-c3ccccc3)cc2/C=C2/SC(=S)N(Cc3ccco3)C2=O)c(C)c1 | -3 | 98 | 113 | 0.2 | 100 | 103 | 100 | 102
CCOC(=O)Cc1csc(N)n1 | 0 | 90 | 92 | 0.1 | 87 | 87 | 95 | 97
Cc1cc(C(=O)NCc2ccccc2)c(=O)[nH]c1C | 7 | 98 | 98 | -0.1 | 97 | 92 | 97 | 104
O=C(Nc1cccc(S(=O)(=O)NC2=NCCC2)c1)c1ccc(C(F)(F)F)cc1 | 8 | 110 | 92 | -0.1 | 100 | 102 | 100 | 103
CC1=CCC(C(=O)O)(C(=O)N/N=C/c2cccs2)C(c2ccc(F)cc2)C1 (stereo not drawn) | -3 | 101 | 113 | -0.2 | 85 | 100 | 99 | 105
O=C(OCC(=O)N1CCN(C(=O)c2ccco2)CC1)c1ccccc1O | -4 | 96 | / | -0.1 | 98 | 94 | 95 | 107
CCOC(=O)C1(Cc2cccc(F)c2)CCN(C2CCOCC2)CC1 | 0 | 106 | 88 | 0.2 | 115 | 98 | 104 | 107
CCOc1ccc(CN2CCNC(=O)C2CC(=O)N(C)CC2CCOCC2)cc1 (stereo not drawn) | -1 | 101 | 98 | 0.1 | 94 | 99 | 102 | 98
O=C(Cc1ccc(Cl)cc1)N1CCN(c2ccc(F)cc2)CC1 | 2 | 97 | 98 | -0.5 | 91 | 94 | 100 | 100
CC(=O)N(c1nc(CCl)cs1)c1c(C)cc(C)cc1C | -2 | 101 | 96 | -0.1 | 117 | 105 | 104 | 111
O=C1c2ccccc2C(=O)N1CCCc1cn(C[C@H]2CC[C@@H]([C@@H]3CC[C@H](Cn4cc(CCCN5C(=O)c6ccccc6C5=O)nn4)O3)O2)nn1 | -4 | 122 | 136 | -0.1 | 95 | 91 | 98 | 92
CC1(C)CC2CC(C)(CN2S(=O)(=O)c2cccc(C(=O)OCC(=O)NC(N)=O)c2)C1 (stereo not drawn) | -1 | 86 | 97 | 0.1 | 84 | 91 | 86 | 92
CC(C)NC(=O)c1ccc(C2SCC(=O)N2Cc2ccccc2)cc1 (stereo not drawn) | 1 | 105 | 106 | -0.1 | 101 | 100 | 98 | 102
O=C(CCC(=O)OCCCC(F)(F)C(F)(F)F)Nc1ccccc1 | 1 | 98 | 98 | -0.2 | 112 | 100 | 98 | 99
CCOC(=O)N1CCC(n2c(SCC(=O)N3CCCC3)nc3ccccc3c2=O)CC1 | -3 | 75 | 82 | 0.1 | 120 | 92 | 90 | 96

Taken from above:
COc1cc2sc(-c3ccc(S(C)(=O)=O)cc3)c(C(=O)NCCCCO)c2cc1OC – AHR act = -1
O=C(Nc1cccc(S(=O)(=O)NC2=NCCC2)c1)c1ccc(C(F)(F)F)cc1 – CR mimetic SO = 100

The results go on.
SMILES | AHR act | CIT2-GFP yeast | LAP4-GFP MLPCN | Efflux pump inh | CR mimetic SO | AGP1 TOR yeast | RPL19A-GFP yeast | MEP2-GFP yeast
CCOC(=O)c1c(-c2cccc(C)c2)csc1NC(=O)C1CC=CCC1C(=O)O (stereo not drawn) | 4 | 88 | 95 | 0.0 | 103 | 94 | 101 | 94
CC(=O)Oc1cc(C)cc2oc(=O)cc(-c3ccccc3)c12 | 7 | 95 | 98 | 0.0 | 91 | 101 | 96 | 103
Cn1c(C(=O)O)c(CC(=O)Nc2ccc3c(c2)OCCO3)c2ccccc21 | 6 | 92 | 109 | 0.0 | 102 | 99 | 100 | 96
CCCCNS(=O)(=O)c1ccc(OC)c(Cl)c1Cl | 0 | 96 | 116 | 0.0 | 93 | 104 | 101 | 103
Cc1ccc(S(=O)(=O)N(C)C)cc1-n1c(SCC(=O)Nc2ccccc2)nc2ccccc2c1=O | 1 | 107 | 121 | 0.3 | 84 | 111 | 94 | 111
O=C(COc1ccc2oc3c(c2c1)CCCC3)Nc1ccccn1 | 21 | 83 | 89 | -0.2 | 90 | 95 | 96 | 93
Cn1nc(-c2ccc(N3CCOCC3)c(NS(=O)(=O)c3ccccc3)c2)c2ccccc2c1=O | -5 | 107 | 107 | 0.0 | 89 | 109 | 104 | 110
O=C1CNC(=O)/C(=C/c2ccco2)N1 | 0 | 100 | 101 | 0.0 | 107 | 105 | 101 | 104
Cc1cc(C(=O)c2cccs2)c(N)s1 | 17 | 88 | 119 | 0.0 | 102 | 94 | 95 | 106
COc1ccc(N2C(=O)/C(=C/c3cccnc3)NC2=S)cc1 | 11 | 96 | 96 | 0.1 | 100 | 89 | 104 | 107
CCc1ccc(OC(C)C(=O)N(Cc2ccco2)C2CCS(=O)(=O)C2)cc1 (stereo not drawn) | 5 | 95 | 102 | 0.0 | 85 | 88 | 99 | 92
O=C(COC(=O)c1cc(=O)[nH]c2ccccc12)Nc1nccs1 | 7 | 99 | 104 | 0.1 | 120 | 106 | 102 | 108
Cn1c(CCC(=O)O)nc2cc(S(=O)(=O)N3CCCCC3)ccc21 | 0 | 107 | 104 | -0.1 | 98 | 112 | 108 | 106
CCN(c1cccc(C)c1)S(=O)(=O)c1ccc2[nH]c(=O)c(=O)[nH]c2c1 | -3 | 97 | 95 | -0.2 | 95 | 101 | 94 | 97
COCCNC(=O)c1onc(CSc2cccc(OC)c2)c1C(=O)NCCOC | 2 | 104 | 126 | 0.1 | 111 | 93 | 108 | 95
